Source: PubChem BioAssay
Diaphorase inh: diaphorase inhibitors and chemical oxidizers, primary screen, counter-screen for diaphorase-coupled primary assays, biochemical, uHTS, resorufin fluorescence | diaphorase resazurin-to-resorufin fluorescence, NADH, 16 min; bacterial (C. kluyveri) enzyme, not human | inhibition, % at 20 µM | 190,000 compounds, 0.69% hits | AID 1217, 2008;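 active = primary screen inhibition at 20 µM above a set limit, cut at about 50% in these data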;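 note: plate controls were DMSO with full reaction for no effect and wells lacking NADH for full effect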
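System: Bacterial diaphorase enzyme (C. kluyveri) | Incubation: 16-min room-temperature incubation before reading | Benchmarks: No-NADH positive control and DMSO neutral control | Measured by: Resorufin fluorescence 544/590 nm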
G6PDH CS: L. mesenteroides G6PDH inhibitors, counter-screen for G6PDH-coupled screening assays, biochemical, Leuconostoc mesenteroides enzyme. inhibition, % at 5 µM. Purified L. mesenteroides G6PDH, diaphorase/resazurin coupled fluorescence, 45 min. 200,000 compounds, 0.12% hits. glucose-6-phosphate dehydrogenase [Leuconostoc mesenteroides]; in the data active = inhibition above about 50%
STAT1 inh: STAT1 signaling inhibitors, primary screen, cell-based, HTS, luciferase reporter. inhibition, % at 5.5 µM. 200,000 compounds, 0.35% hits. NIH 3T3 STAT1-luciferase reporter, IFN-gamma, luminescence. AID 920, 2007;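 active = inhibition above a set limit, the mean inhibition across all tested compounds plus 3 SD, cut at about 34% in these data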;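 note: 0% = IFN-gamma with DMSO and 100% = IFN-gamma with 300 µM nifuroxazide; values of inactives mirror those of a sister screen read the other way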
STAT1 activator: STAT1 signaling activators, primary screen, cell-based, HTS, luciferase reporter | NIH 3T3 STAT1-luciferase reporter, IFN-gamma, luminescence; 100% = IFN-gamma alone, no compound | activation (% of control), % at 5.5 µM | 200,000 compounds, 2.6% hits;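 active = activation above the screen-wide mean activation plus 3 SD, cut at about 130% in these data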;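 note: raw ratio to IFN-gamma control signal so 100% means no change and 0% no light; values of inactives mirror those of a sister screen read the other way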
Diaphorase act: compounds boosting diaphorase resazurin reduction – biochemical, uHTS, resorufin fluorescence, counter-screen for diaphorase-coupled primary assays, primary screen; Diaphorase/resazurin coupled assay, 16 min; hits give high values; 1 = vehicle wells, 0 = NADH-free wells; activation factor at 20 µM; 190,000 compounds, 0.005% hits; AID 1229, 2008;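 active = diaphorase activity raised at least twofold by the compound at 20 µM; inactive = activation factor below 2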
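Test system: Clostridium kluyveri diaphorase, purified enzyme. Buffer or medium: 50 mM HEPES pH 7.4 buffer plus MgCl2 and Tween 20. Also added: 0.114 mM NADH and 0.1 mM resazurin, final amounts. Dosing: compound 20 µM once, DMSO 1%. Schedule: 16 min enzyme reaction, ambient temperature. Detection: fluorescence of resorufin, 544 nm excitation, 590 nm emission.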
STAT3 inh: IL-6 driven STAT3 reporter inhibitors, primary screen, U3A cells, luciferase, luminescence, MLSCN library; IL-6 STAT3-luciferase reporter; host cell line lacks STAT1; inhibition, % at 5.5 µM; 190,000 compounds, 0.89% hits; AID 862, 2007;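 active = inhibition above the mean inhibition across all screened compounds plus 3 SD, cut at about 44% in these data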;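 note: 0% = DMSO only wells and 100% = 100 µM nifuroxazide control wells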
APP transl inh: inhibitors of APP translation via 5'UTR reporter, primary screen, APP 5'UTR luciferase, SH-SY5Y cells. 190,000 compounds, 0.82% hits. inhibition, % at 2 µM. AID 1285, 2008. SH-SY5Y APP 5'UTR-luciferase reporter, luminescence;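 active = inhibition above a set limit, derived from the sample mean plus 3 SD, cut at about 45% in these data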; note: values of inactives mirror those of a sister screen read the other way
Hsp70 act: Hsp70 transcriptional activators, primary screen, cell-based, HeLa, Hsp70 promoter luciferase, luminescence, 10 µM; HeLa Hsp70 promoter luciferase reporter; scaled: vehicle 0, proteasome-inhibitor control 100%; activation, % at 10 µM; 200,000 compounds, 0.04% hits;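 active = activation above the mean across all tested compounds plus 3 SD, cutoff set per campaign, cut at about 5.5% in these data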;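 note: 100% = MG132 at 30 µM as the positive control and 0% = DMSO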
STAT3 act: IL-6 driven STAT3 reporter potentiators, primary screen, U3A cells, luciferase, luminescence, MLSCN library. IL-6 STAT3-luciferase reporter; 100% = signal with IL-6 EC80 alone. activation (% of control), % at 5.6 µM. 190,000 compounds, 0.91% hits. AID 871, 2007;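 active = activation above the screen-wide mean of compound activation plus 3 SD, cut at about 130% in these data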;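 note: 0% = background luminescence of wells with medium and substrate only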
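Material: STAT3-luciferase reporter U3A cells; Probe or stimulus: IL-6 (33 ng/mL); Incubation: compound pre-incubation 1 h before IL-6, then 6 h stimulation at 37 °C; Technique: luminescence from STAT3-driven luciferase reporter; Evaluation: % activation versus median of IL-6-stimulated wells; Controls: IL-6-only high control.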
TLR4-MyD88 BLA: inhibitors of TLR4-MyD88 association in cells, primary screen, cell-based, HeLa CL3-4, BLA complementation, FRET ratio. Toll-like receptor 4 (Homo sapiens) + Myeloid differentiation primary response protein …. HeLa CL3-4 TLR4/MyD88 BLA complementation. inhibition, % at 8.4 µM. 200,000 compounds, 0.18% hits. AID 861, 2007; in the data active = inhibition above about 25%;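 note: 0% = vehicle and 100% = reference inhibitor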
Target sequence (O00206 whole entry, looked up): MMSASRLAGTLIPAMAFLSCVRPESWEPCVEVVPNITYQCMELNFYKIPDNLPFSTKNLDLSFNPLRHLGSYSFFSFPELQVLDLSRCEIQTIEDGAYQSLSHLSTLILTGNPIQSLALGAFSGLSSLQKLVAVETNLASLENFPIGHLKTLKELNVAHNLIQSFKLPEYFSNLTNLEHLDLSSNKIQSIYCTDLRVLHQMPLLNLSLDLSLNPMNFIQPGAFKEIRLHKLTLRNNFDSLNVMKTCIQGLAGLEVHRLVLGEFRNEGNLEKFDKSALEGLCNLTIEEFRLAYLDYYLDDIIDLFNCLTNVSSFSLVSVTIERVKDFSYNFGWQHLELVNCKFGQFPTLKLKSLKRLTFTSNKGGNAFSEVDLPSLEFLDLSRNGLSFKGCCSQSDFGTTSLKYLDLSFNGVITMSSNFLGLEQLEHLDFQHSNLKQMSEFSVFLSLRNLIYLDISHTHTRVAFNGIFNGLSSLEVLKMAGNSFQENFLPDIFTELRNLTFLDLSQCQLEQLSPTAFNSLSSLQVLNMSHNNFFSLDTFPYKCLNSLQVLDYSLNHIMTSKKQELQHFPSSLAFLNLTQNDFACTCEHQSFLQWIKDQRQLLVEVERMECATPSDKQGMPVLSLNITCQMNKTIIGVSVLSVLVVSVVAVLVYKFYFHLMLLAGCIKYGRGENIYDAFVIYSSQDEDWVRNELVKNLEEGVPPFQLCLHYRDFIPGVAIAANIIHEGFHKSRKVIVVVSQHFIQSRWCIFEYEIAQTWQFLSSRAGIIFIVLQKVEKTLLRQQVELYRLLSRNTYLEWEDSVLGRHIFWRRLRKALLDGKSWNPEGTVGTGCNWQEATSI
Target sequence (Q99836 whole entry, looked up): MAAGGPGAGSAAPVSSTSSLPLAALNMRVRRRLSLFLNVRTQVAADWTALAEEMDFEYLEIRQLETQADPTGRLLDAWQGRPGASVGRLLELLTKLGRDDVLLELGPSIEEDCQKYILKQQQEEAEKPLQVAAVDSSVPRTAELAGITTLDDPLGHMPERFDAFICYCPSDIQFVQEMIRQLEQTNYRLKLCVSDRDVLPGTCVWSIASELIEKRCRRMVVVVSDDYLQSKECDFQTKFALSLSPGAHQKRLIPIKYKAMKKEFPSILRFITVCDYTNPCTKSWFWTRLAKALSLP
Numbers without * were called inactive. Rows were taken by chance; 6.1% or so of the library scored in one or more.

Molecule	Diaphorase inh	G6PDH CS	STAT1 inh	STAT1 activator	Diaphorase act	STAT3 inh	APP transl inh	Hsp70 act	STAT3 act	TLR4-MyD88 BLA
CC(C)Oc1ccc(C2CC(=O)N(c3cccc(C(=O)O)c3)C2=O)cc1 (centres undefined)	29	-2	-20	118	0.7	-11	-15	-0.4	114	-4
Cc1ccc(-n2nc(C(=O)N3CCOCC3)cc2-c2ccc(Cl)cc2)cc1	20	-20	1	99	0.8	-6	-19	-0.4	110	15
Cc1ccc2ncnc(Nc3ccc(C)c(C)c3)c2c1	12	-3	1	99	0.9	16	-17	-0.6	90	-10
COc1ccccc1N1CCN(S(=O)(=O)c2ccc(Cl)s2)CC1	4	-2	8	93	1	7	-3	-0.5	98	6
COc1cccc(NC(=O)Nc2ccccc2SC)c1	20	9	-11	110	0.8	22	-29	0.2	88	-14
CCOC(=O)N1CCC(NC(=O)c2ccc(CS(=O)(=O)c3ccc(OC)cc3)o2)CC1	14	1	0	100	0.9	9	9	-0.1	100	-2
Cc1cc(OC(C)C(N)=O)nc(-c2ccccc2)n1 (centres undefined)	-5	2	8	92	1.1	-8	-16	-0.3	108	-2
O=C(CSc1nnc(Cc2ccc(Cl)cc2)o1)Nc1ccccc1	13	-3	-3	103	0.9	13	6	-0.1	96	-5
COCCCNc1ncnc2sc3c(c12)CCC(C)C3 (centres undefined)	9	9	2	94	0.9	4	15	-0.2	98	8
CCc1nnc(NC(=O)CSc2nccn2-c2cccc(C)c2)s1	22	0	12	89	0.8	27	6	-0.2	82	4
NS(=O)(=O)c1cc2c(cc1Cl)NCNS2(=O)=O	17	20	-14	112	0.8	2	3	-0.1	100	-1
Nc1cc(C(=O)O)ccc1Sc1ccccc1C(=O)O	5	12	6	94	0.9	19	-6	0.0	92	1
CCC1CCCCN1C(=S)Nc1cccc(S(=O)(=O)N(C)C)c1 (centres undefined)	3	3	4	96	1	-2	4	-0.4	104	-5
COc1ccc(-n2c(=O)cc(N3CC(C)OC(C)C3)[nH]c2=O)cc1 (centres undefined)	12	7	3	97	0.9	8	-6	0.0	95	1
CC1(C)CC(=O)C=C(NNC(=O)OC(C)(C)C)C1	6	13	-10	106	0.9	-4	6	-0.3	104	-13
CC(C)C(OC(=O)c1cc2sccc2n1C)C(=O)NCC1CCCO1 (centres undefined)	16	0	1	99	0.8	13	-5	-0.5	93	3
O=C(N/C(=C/c1ccco1)C(=O)N1CCOCC1)c1cccs1	12	11	12	89	0.9	5	7	-0.3	99	-5
CC(C(=O)N1c2ccccc2Sc2ccccc21)n1nnc(-c2cccs2)n1 (centres undefined)	15	15	6	95	0.9	1	4	-0.2	102	1
Oc1ccc(NCc2cccc(OCc3ccccc3)c2)cc1	43	18	-18	116	0.6	18	1	0.1	93	-9
CNC(=O)COC(=O)c1ccc(NC(=O)CC#N)cc1	4	4	8	92	1	0	4	-0.3	99	0
CCN1CC(CN(C)Cc2nc(-c3ccc(OC)c4ccccc34)oc2C)CC1=O (centres undefined)	10	4	0	98	0.9	-1	-30	-0.5	105	-13
N/C(=N\OC(=O)COc1ccc(Cl)cc1Cl)c1cccnc1	11	-2	-21	119	0.9	-8	-69	-0.1	112	2
Nc1ccc(C(=O)N/N=C/c2sc(N3CCOCC3)nc2-c2ccccc2)cc1	14	-1	-4	103	0.9	16	-1	-0.2	85	-17
CCOC(=O)c1c(C)c(C(=O)NCCN2CCOCC2)c(C)n1CC	4	8	-3	102	1	8	-11	-0.1	98	-9
COc1ccc(Br)cc1-c1noc(-c2ccccc2)n1	5	-45	-5	102	0.9	7	-11	-0.4	97	-6
CC(C)(C)NC(=O)C(c1ccco1)N(C(=O)Cn1nnc(-c2ccc(F)cc2)n1)c1cccc(F)c1 (centres undefined)	14	6	2	97	0.9	5	-8	-0.3	99	9
O=C(/C=C/c1ccco1)Nc1ccc(-c2nc3ccccc3[nH]2)cc1	-21	-3	-4	104	1.2	30	86*	0.1	74	-11
O=C(CC(=O)NC1CCCCC1)N/N=C/c1ccc(Cl)cc1	3	15	-3	103	1	7	-21	0.1	100	-9
Cc1c(CCOC(=O)CC23CC4CC(CC(C)(C4)C2)C3)sc[n+]1Cc1ccc([N+](=O)[O-])cc1	-34	1	2	96	1.3	11	-17	-0.3	95	-16
O=C(CCSc1ccccc1)N1CCN(C(=O)c2ccco2)CC1	13	22	-20	118	0.9	-1	-17	-0.1	104	-10
COc1cccc(-c2nn(-c3ccccc3)cc2CN(C)C(C)c2ccon2)c1 (centres undefined)	28	25	0	98	0.7	1	13	0.0	103	-1
Cc1cc(C)cc(NC(N)=S)c1	18	7	12	89	0.8	4	4	-0.3	98	-10
O=C1C(C=Nc2ccccc2O)=C(O)c2ccccc21	-8	14	2	98	1.1	49*	-114	0.3	59	-19
CCOC(=O)c1c(NC(=O)C(C)N2CCN(S(=O)(=O)c3cccs3)CC2)sc2c1CCC(C)C2 (centres undefined)	17	-3	-2	102	0.8	6	0	-0.3	96	-5
CN(C)CCNC(=O)C1CC(=O)N(c2ccc(F)c(Cl)c2)C1 (centres undefined)	-4	10	0	103	1	-2	10	-0.3	102	7
C/C(=N\N1CCN(c2ccccc2)CC1)c1ccco1	10	3	-15	113	0.9	12	-15	-0.3	88	-18
CCOC(=O)CSc1nsc(SCC(=O)OCC)c1C#N	10	1	3	98	0.9	4	0	-0.3	100	8
C=CCN1C(=O)/C(=C2/Sc3ccccc3N2C)SC1=Nc1ccccc1C	18	6	5	102	0.8	20	2	0.0	83	3
Clc1ccc(OCCCc2nc(-c3cccnc3)no2)c(Cl)c1	9	2	6	94	0.9	5	-29	-0.1	98	-3
CCSc1nnc(NC(=O)C(CC)Oc2ccccc2)s1 (centres undefined)	-13	7	-4	102	1.1	0	-26	-0.3	103	-7
CCc1nnc(NC(=O)CSc2nnnn2C)s1	8	5	-5	105	0.9	1	-12	-0.2	103	-1
COc1ccc(NC(=O)c2c(C)oc3c2CCCC3)cc1	-3	4	1	99	1	16	-20	-0.2	88	-10
Cc1ccc(OCCN(C)C(=O)CC2C(=O)NCCN2CC(C)(C)C)cc1 (centres undefined)	22	14	0	98	0.8	2	10	0.0	101	-4
CC(CNC(=O)c1cc(Cl)ccc1[N+](=O)[O-])NC(=O)c1cc(Cl)ccc1[N+](=O)[O-] (centres undefined)	5	5	0	100	1	1	-11	0.1	103	23
Cc1cccc2cc(C(c3nnnn3C3CCCC3)N3CCOCC3)c(=O)[nH]c12 (centres undefined)	35	9	-6	105	0.6	11	2	-0.2	97	-7
CCOC(=O)/C=C/C(=O)OCC(=O)Nc1cccc(Cl)c1Cl	6	0	0	100	0.9	9	-4	-0.4	95	-10
Cc1ccc(NC(=O)CSc2nc3ccccc3c3nc(CCc4c(C)n[nH]c4C)nn23)cc1F	17	1	1	99	0.8	21	4	0.2	82	-5
Cc1ccc(S(=O)(=O)N/N=C2/CCCCC2C2CCCCC2)cc1[N+](=O)[O-] (centres undefined)	11	7	-1	101	0.9	8	-9	-0.3	97	1
Cc1ccc(/C=N/n2c(C)nnc2C)cc1	17	-12	-7	106	0.8	10	-4	-0.2	94	-6
COc1cc(NC(=O)Cn2cnc3sc(C)c(S(=O)(=O)N4CCN(C)CC4)c3c2=O)cc(OC)c1OC	-4	12	-8	106	1	8	-1	-0.2	97	8
CCOC(=O)N1CCN(c2c(NCCc3ccc(OCC)c(OCC)c3)c(=O)c2=O)CC1	10	-23	-2	102	0.9	0	-2	-0.4	102	-15
O=C(Nc1ccc(O)c(C(=O)O)c1)c1ccc2c(c1)C(=O)N(CC1CCCO1)C2=O (centres undefined)	7	-2	9	91	0.9	4	-6	0.1	102	-6
C/C(=N\NC(=O)CSCc1ccc(Cl)cc1)c1ccc(NC(=O)c2ccccc2)cc1	-1	9	-7	107	1	0	-17	0.1	98	0
COC(=O)c1sc(S(=O)(=O)N2CCC(C)CC2)c(C(=O)OC)c1C	7	7	2	98	0.9	-9	0	-0.2	110	-22
CCOC(=O)c1cc(-c2ccccc2)sc1NC(=S)Nc1cc(C)ccn1	7	0	-5	105	0.9	7	6	0.2	101	2
O=C(c1cc([N+](=O)[O-])ccc1Cl)N1c2ccccc2Sc2ccccc21	18	-1	-1	101	0.8	4	-3	-0.3	97	0
C#CCSc1nc(-c2ccccc2)cc(C(F)(F)F)c1C#N	25	-10	3	98	0.8	-5	-3	-0.2	106	-9
CCOc1ccc(-c2nn[nH]n2)cc1OCC	9	7	0	100	0.9	-8	-6	0.3	110	8
O=[N+]([O-])c1cc(S(=O)(=O)Nc2cccc(C(F)(F)F)c2)ccc1-n1nnc2ccccc21	13	7	-6	105	0.9	-9	10	-0.3	108	-15
S=C(NCc1ccc(Cl)cc1)NC1CCCCC1	21	2	-10	109	0.8	-6	-20	-0.3	108	15
Cc1ccn(C(=O)c2ccc(NC(=O)CC(C)C)cc2)n1	20	8	2	95	0.8	-2	0	0.0	106	4
C=CCn1c2ccccc2c2nnc(SCc3ccc4nonc4c3)nc21	16	-19	0	100	0.8	8	8	-0.6	98	3
